ABHD4 inh – inhibits mouse alpha/beta hydrolase domain 4; Q8VD66; purified mABHD4, FP-Rh probe fluorescence polarization; inhibition, % at 8.92 µM; 370,000 compounds, 0.54% hits; AID 720543;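 active means inhibition exceeding the mean over every tested compound plus 3 SD, cut at about 30% in these data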;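 further: 0% = plate median of compound wells and 100% = S159A mutant with DMSO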
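Test system: mouse ABHD4 enzyme, wild type. Reagent: FP-Rh fluorescent activity-based probe, added after compound pre-incubation. Timing: pre-incubation 45 min, probe exposure 60 min, at 25 °C. Technique: FP readout, ex 525 nm / em 598 nm. Benchmarks: high control S159A mutant with DMSO, low control median of compound wells.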
rCAG binder – r(CAG) repeat RNA binding; TO-PRO-1 dye displacement fluorescence; inhibition, % at 3 µM; 370,000 compounds, 1.3% hits; AID 651821;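 active means inhibition above the plate cutoff, the mean of all test compounds on that plate plus 3 SD, cut at about 35% in these data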;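 further: 0% = DMSO alone and 100% = 100 µM mitoxantrone as full dye displacement; higher means more dye released from RNA so lower well fluorescence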
HTRA1 inhibitor – HTRA1 (human) protease inhibition; recombinant HTRA1, FP-rhodamine activity-based probe, fluorescence polarization; inhibition, % at 5.96 µM; 340,000 compounds, 0.5% hits; AID 504803; in the data active means inhibition above about 36%;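 further: 0% = enzyme with DMSO and 100% = wells lacking enzyme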
MBD2 inh – blocks human MBD2 binding to methylated DNA | Q9UBB5 | TR-FRET, MBD2 binding to methylated oligonucleotide | inhibition, % at 4.4 µM | 370,000 compounds, 0.31% hits | AID 686964; in the data active means inhibition above about 13%
TCR CD3 inh – blocks the human TCR-CD3 interaction; inhibition, % at 9.4 µM; 360,000 compounds, 0.37% hits; TAMRA-labeled TCR probe fluorescence, biochemical; in the data active means inhibition above about 19%;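 further: recombinant mutant TCR 2C K166C tagged with TAMRA read by polarization; 0% = receptor in buffer alone and 100% = receptor with positive control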
LEDGF integ inh – blocks HIV-1 LEDGF/p75-dependent DNA integration. TR-FRET IN-LEDGF/p75 DNA integration, Eu/Cy5. inhibition, % at 3.7 µM. 370,000 compounds, 0.64% hits. AID 743269;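 active means inhibition above the screen-wide mean plus 3 SD, cut at about 13% in these data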;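 further: signal is the Cy5 over europium emission ratio at 671 and 618 nm; 0% = plate median of compound wells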
GC-B act – GC-B (human) receptor activation. HEK293-GC-B cells, CNP EC30, cGMP TR-FRET; 0% at EC30 CNP, 100% saturating CNP. AID 1920062. 370,000 compounds, 0.11% hits. P20594. activation, % at 10 µM;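 active means activation at 10 µM reaching about 35% in either raw or pattern-adjusted values, limit read from the data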
TDP2 inh – TDP2 (human) inhibition, absorbance primary screen; O95551; recombinant TDP2, T5PNP hydrolysis, p-nitrophenol absorbance 415 nm; inhibition, % at 12.8 µM; 370,000 compounds, 0.34% hits;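 active means inhibition above the mean of all tested compounds plus 3 SD, set per campaign, cut at about 25% in these data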;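 further: 0% = DMSO with enzyme and 100% = buffer with substrate but no TDP2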
Target sequence (O95551 whole entry, looked up): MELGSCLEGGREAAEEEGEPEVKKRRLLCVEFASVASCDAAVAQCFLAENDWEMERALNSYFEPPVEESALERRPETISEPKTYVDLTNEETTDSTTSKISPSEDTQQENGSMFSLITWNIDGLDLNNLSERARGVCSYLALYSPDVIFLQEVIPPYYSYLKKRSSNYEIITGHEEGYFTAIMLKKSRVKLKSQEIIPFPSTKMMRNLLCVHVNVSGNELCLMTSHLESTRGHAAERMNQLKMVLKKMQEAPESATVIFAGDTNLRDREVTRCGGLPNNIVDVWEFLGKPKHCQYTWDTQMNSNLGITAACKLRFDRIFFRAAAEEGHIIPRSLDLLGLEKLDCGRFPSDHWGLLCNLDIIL
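System – recombinant human TDP2 · Quantity – TDP2 enzyme at 120 nM final · Doses – single concentration, 12.8 µM nominal, with 1% DMSO · Incubation – 2 h at 37 °C · Measured by – epi absorbance of p-nitrophenol freed from T5PNP by hydrolysis · Read-out – % inhibition relative to enzyme-containing and enzyme-free wells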
SIAE inh – inhibitors of human sialic acid acetylesterase SIAE; inhibition, % at 9.66 µM; SIAE FP-Rh probe binding, fluorescence polarization; AID 1053197; Q9HAT2; 370,000 compounds, 0.69% hits;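 active means inhibition above a cutoff: mean of compounds within the control limits plus 3 SD of those, cut at about 17% in these data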;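 further: 0% = plate median of compound wells and 100% = probe without SIAE protein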
PRMT1 inh – PRMT1 (human) inhibition, primary screen; 370,000 compounds, 1.3% hits; Q99873; recombinant PRMT1, activity-based probe fluorescence polarization; inhibition, % at 2.79 µM;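 active means inhibition above about 21% made by adding two undisclosed values, limit read from the data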
Target sequence (Q99873 whole entry, looked up): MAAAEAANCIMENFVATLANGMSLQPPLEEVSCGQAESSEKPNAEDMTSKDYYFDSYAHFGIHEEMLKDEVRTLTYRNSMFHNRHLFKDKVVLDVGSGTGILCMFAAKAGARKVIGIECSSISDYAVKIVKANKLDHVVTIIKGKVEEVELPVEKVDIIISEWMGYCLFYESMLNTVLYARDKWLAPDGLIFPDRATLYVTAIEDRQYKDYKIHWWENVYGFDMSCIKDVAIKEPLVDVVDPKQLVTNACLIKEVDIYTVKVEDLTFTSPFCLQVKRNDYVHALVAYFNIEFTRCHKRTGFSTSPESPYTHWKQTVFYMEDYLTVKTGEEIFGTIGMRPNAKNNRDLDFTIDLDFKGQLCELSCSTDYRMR
Active calls of the source: *; / = no result given. An excerpt, so the mix of outcomes need not match the whole.

no.	Compound	ABHD4 inh	rCAG binder	HTRA1 inhibitor	MBD2 inh	TCR CD3 inh	LEDGF integ inh	GC-B act	TDP2 inh	SIAE inh	PRMT1 inh
1	C[C@H]1CN([C@@H](C)CO)C(=O)CCCn2nncc2CO[C@@H]1CN(C)C(=O)Nc1cccc2ccccc12	10	3	4	-7	-3	8	1	-6	-1	4
2	CCn1c(/C=C/N(C(C)=O)c2ccccc2)[n+](CCCS(=O)(=O)[O-])c2cc(Cl)c(Cl)cc21	2	-3	2	4	8	-1	6	-9	-1	-1
3	COc1cc(/C=C/C(=O)OCC(=O)c2c[nH]c3ccccc23)ccc1OC(F)F	-49	11	-35	-1	6	2	3	-8	-22	-2
4	COCCCN1C(=O)[C@H](CC(=O)N2CCCCC2)[C@]2(C(=O)OC)CCCCC=C12	6	1	/	3	/	4	0	2	6	1
5	CCn1c(SCC(=O)NCc2cccs2)nnc1-c1ccncc1	1	1	-2	1	3	-1	-2	-6	0	2
6	CC(C)(C)c1cc(=O)[nH]c(SCc2ccccc2Cl)n1	-1	6	-50	1	5	0	-4	6	4	-1
7	COCc1nnc(NC(=O)C23CC4CC(CC(C4)C2)C3)s1	-8	-8	-4	6	-4	-6	4	-19	18*	9
8	COc1ccc(N2CCc3c(C)nc(SC)nc32)cc1	4	-2	-3	3	-1	-4	-6	3	6	-1
9	COc1ccc2[nH]c3c(=O)n(Cc4ccco4)cnc3c2c1	2	2	-3	-5	9	-3	-7	4	-2	-3
10	COc1ccc(C2C(C(=O)O)CCC(=O)N2c2ccc(C)cc2)cc1OC (stereo not given)	-3	0	3	3	1	0	6	0	-12	6
11	Cc1cccc(C)c1NC(=O)C(C1CC1)n1c(=O)c(-c2cc3ccccc3[nH]2)nc2ccccc21 (stereo not given)	-30	17	/	-1	-4	0	-1	4	-30	5
12	CS(=O)(=O)Nc1cccc(-c2cn3c(n2)SCC3)c1	-4	5	2	-4	-4	0	4	-11	0	1
13	O=C(CCNC(=O)c1ccc(Cl)cc1)Nc1ccccc1N1CCCCC1	8	-5	-8	-3	-8	-1	-9	6	5	-1
14	Cn1nc(C(F)(F)F)c(/C=N/OC(=O)c2ccccc2Cl)c1SCc1ccccc1Cl	-14	7	-27	9	-2	2	-3	-4	-13	9
15	Cc1ccc(-n2nnnc2CNC(=O)C2CC(=O)N(c3ccccc3)C2)cc1C (stereo not given)	-8	4	-5	5	0	8	3	-21	-8	-2
16	O=C(CNc1ccc2ccccc2c1)N/N=C/c1ccncc1	10	15	3	-5	-9	0	-7	-10	5	22*
17	COc1cc(NS(=O)(=O)c2cc(C)ccc2OC)c(OC)cc1Cl	0	0	-4	4	-7	-2	-12	3	-2	1
18	Cc1ccccc1NC(=O)CCS(=O)(=O)c1cccc2nonc12	-9	1	4	1	-11	4	2	-3	-8	13
19	O=S(=O)(c1ccc2c(c1)OCCO2)N1CCC(c2nc3ccccc3[nH]2)CC1	-1	0	-4	2	1	2	-1	-2	1	1
20	O=C(O)c1cccc(NC(=O)c2cc(-c3cccc(Cl)c3)nc3ccccc23)c1	-41	49*	-30	0	0	1	-4	-3	-13	0
21	O=C(N/N=C/c1ccc(O)c(O)c1)c1cc(-c2ccccc2)nc2ccccc12	22	15	63*	-1	11	5	-5	-14	19*	3
22	CCCC(=O)C1=C(O)C(C(=O)OC)C(C)(C)CC1=NC(C)C (stereo not given)	3	-5	3	-4	4	1	1	5	-4	0
23	COc1ccc(C2CC(=O)c3cnc(N4CCN(Cc5ccccc5)CC4)nc3C2)cc1 (stereo not given)	-8	-3	-25	-5	2	0	-1	12	-1	-2
24	CCCCOCCCNC(=O)C[C@@H]1C[C@@]2(C(=O)OCC)CCC=C2N(CCC2=CCCCC2)C1=O	-10	0	/	6	-1	2	-1	-2	-1	6

Next part; it opens with the 2 that closed the last part.
no.	Compound	ABHD4 inh	rCAG binder	HTRA1 inhibitor	MBD2 inh	TCR CD3 inh	LEDGF integ inh	GC-B act	TDP2 inh	SIAE inh	PRMT1 inh
23	COc1ccc(C2CC(=O)c3cnc(N4CCN(Cc5ccccc5)CC4)nc3C2)cc1 (stereo not given)	-8	-3	-25	-5	2	0	-1	12	-1	-2
24	CCCCOCCCNC(=O)C[C@@H]1C[C@@]2(C(=O)OCC)CCC=C2N(CCC2=CCCCC2)C1=O	-10	0	/	6	-1	2	-1	-2	-1	6
25	CCOC(=O)c1ccc(Nc2cc(C)nc(C)c2C(=O)OCC)cc1	-3	-8	-6	7	0	-1	-3	3	-2	2
26	CC(=O)c1ccc(S(=O)(=O)Nc2ccc(S(=O)(=O)N3CCCCC3)cc2)cc1	-1	20	8	0	4	1	3	-13	3	6
27	CSCCC(NC(=O)c1ccc(C(C)(C)C)cc1)C(=O)O (stereo not given)	-4	2	1	0	-3	2	3	3	9	-5
28	CC(C)C(=O)Nc1csc(C(F)(F)F)c1-c1ccccc1	5	-8	4	2	9	-3	-6	9	1	2
29	COc1ccc(N/C=C(\C#N)S(=O)(=O)c2ccc(OC)cc2)cc1	-5	0	0	-5	5	-1	-8	-6	-2	-2
30	CCOC(=O)c1sc(NC(=O)C2CC(=O)N(c3ccc(C)cc3)C2)nc1C (stereo not given)	-4	11	-9	-1	-14	3	-4	-10	-4	-2
31	COc1ccc(C(CC(=O)N2CCN(c3ccccc3)CC2)c2c(OC)cc(OC)c3ccc(=O)oc23)cc1 (stereo not given)	-5	6	-32	3	-1	6	-11	1	-14	2
32	Nc1nccc2c1ncn2C1OC(CO)C(O)C1O (stereo not given)	-7	1	-2	3	4	3	0	-21	-11	-1
33	NC(N)=S	-3	1	3	3	6	1	3	6	4	-4
34	Cc1ccc(NC(=S)NNC(=O)CSc2nc3sc4c(c3c(=O)n2-c2ccccc2)CCCC4)cc1	7	52*	/	2	/	2	-3	11	2	-2
35	O=C(NC1CCCCC1)c1ccc(-n2cncn2)c([N+](=O)[O-])c1	5	8	-4	2	2	0	-3	3	0	-2
36	CC(C)NC(=O)NC(=O)COC(=O)c1cc[n+]([O-])cc1	2	0	1	2	2	-3	7	5	16	-2
37	Nc1c(C(=O)CSc2nc3ccccc3o2)c(=O)[nH]c(=O)n1C1CC1	-3	2	-5	-1	2	-2	1	-5	-1	0
38	CCOC(=O)C1CCN(C(=O)CSC2=NCCS2)CC1	-5	-3	4	2	-4	-2	7	-2	-1	13
39	CCN(C(=O)COC(=O)c1cccnc1SC)C1CCCCC1	2	-2	11	-5	14	2	-4	2	-4	2
40	COc1ccc(N/C=C(\[N+](=O)[O-])S(=O)(=O)c2ccccc2)cc1	-4	0	1	-5	1	1	-4	-6	-3	1
41	COc1ccc(-n2cnnc2SCC(=O)Nc2ccc(C(N)=O)cc2)cc1	2	1	11	2	4	4	0	5	-4	-2
42	COc1ccc(C(=O)NCc2csc(C(C)C)n2)cc1OC1CCN(C(C)=O)CC1	6	-11	4	-1	-1	1	-3	5	3	-1
43	CCCCN(C(=O)Cn1nnc2ccccc21)C(C(=O)NCCOC)c1ccccc1 (stereo not given)	2	2	4	0	16	-1	-2	0	3	-3
44	COc1ccc(CC2NCCC3(O)CCCCC23)cc1 (stereo not given)	-4	2	3	-2	2	-2	0	-2	-7	-3
45	O=C(CC12CC3CC(CC(Br)(C3)C1)C2)NC1CCCC1	8	-3	-1	1	-1	-1	0	-3	4	-2
46	COc1ccc(Nc2oc(-c3ccccc3)nc2C#N)cc1	-1	3	-3	7	-2	-2	13	9	2	4
47	COC1=C(Nc2ccc(O)cc2)C(=O)c2ccccc2C1=O	17	-1	20	-24	6	6	-2	48*	9	-3
48	CCc1ccc(NC(=O)C(C)OC(=O)c2ccc(NS(=O)(=O)c3ccc(C)c([N+](=O)[O-])c3)cc2)cc1 (stereo not given)	-103	85*	-90	-4	-1	5	-3	3	-55	0
49	CCN(CC)S(=O)(=O)c1ccc(S(=O)(=O)N2CCCC2)cc1	0	-3	1	2	0	-3	1	2	4	0
50	O=C(O)CN1C(=O)c2cccc3c(Br)ccc1c23	0	6	2	-8	8	-1	-1	2	-6	-1
51	Cc1ccc(NS(=O)(=O)c2ccc(C(=O)N3CCCCCC3)cc2)cc1	-4	3	3	2	-5	-6	-1	-5	3	6
52	CC1(C)CC(=O)C(N=Nc2cccc(S(=O)(=O)N3CCOCC3)c2)=C(O)C1	-9	-3	4	8	-8	0	2	-12	-5	7
53	CN(C(=O)CSc1n[nH]c(-c2cccs2)n1)C1CCS(=O)(=O)C1 (stereo not given)	1	1	6	2	7	-1	3	-8	-5	4
54	Cc1nc(C)c(C(=O)OCC(=O)NCCc2ccc(S(N)(=O)=O)cc2)s1	-5	3	-3	2	3	2	-5	7	-4	-5
55	COc1ccc(C2CC(c3cccs3)=NN2C(=O)CSc2nc(=O)n3ccc(C)cc3n2)cc1 (stereo not given)	-14	5	-16	-2	3	6	4	-4	-16	-3
56	COc1cc(/C=N/NC(=O)c2cccc(NC(=O)c3ccccc3)c2)ccc1O	2	14	-13	1	-2	-1	6	-17	5	4
57	OC1(c2cccc(C(F)(F)F)c2)CCNCC1	3	0	5	0	-7	1	3	6	8	-1
58	O=C1[C@@H]2Cc3c([nH]c4ccccc34)C(c3ccccc3)N2C(=O)CN1CCO (stereo not given in full)	-1	-2	-5	-2	3	-1	28	11	-4	-5

Screens: PubChem BioAssay, several laboratories
